CHO-K1 Ca ag: M1 agonist counterscreen hit in parental CHO-K1 cells. 360,000 tested, 0.48% active. Fluo-8 calcium fluorescence; scaled to maximal ATP response, vehicle zero. activation, % at 3 µM. AID 602248; in the data active = activation above about 15%;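 note: untransfected CHO-K1 host cells lacking M1 receptor as counterscreen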
V1R ag counter: V1a receptor agonism, counter-screen for OXTR agonists; P37288; CHO-V1R cells, Fluo-8 calcium fluorescence, agonist mode; 0% DMSO, 100% 3 nM vasopressin; activation, % at 3 µM; 320,000 tested, 0.25% active; AID 2797;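 active = activation above the mean activation of all tested compounds plus 3 SD, per screening run, cut at about 20% in these data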;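 note: signal is peak over basal fluorescence ratio across a 100 second FLIPR read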
OXTR potentiator: potentiates the human oxytocin receptor response. CHO-OTR cells, Fluo-8 calcium fluorescence, potentiator mode; 0% = oxytocin EC15, 100% = EC100. activation, % at 3 µM. 320,000 tested, 0.061% active. P30559;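 active = activation above that plate's cutoff, the mean activation of tested compounds plus 3 SD, cut at about 6.6% in these data, passing the limit was not always enough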;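 note: 100% uses oxytocin at 75 nM as the full agonist control; some results filed as inactive read as strong as hits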
Target sequence (P30559 whole entry, looked up): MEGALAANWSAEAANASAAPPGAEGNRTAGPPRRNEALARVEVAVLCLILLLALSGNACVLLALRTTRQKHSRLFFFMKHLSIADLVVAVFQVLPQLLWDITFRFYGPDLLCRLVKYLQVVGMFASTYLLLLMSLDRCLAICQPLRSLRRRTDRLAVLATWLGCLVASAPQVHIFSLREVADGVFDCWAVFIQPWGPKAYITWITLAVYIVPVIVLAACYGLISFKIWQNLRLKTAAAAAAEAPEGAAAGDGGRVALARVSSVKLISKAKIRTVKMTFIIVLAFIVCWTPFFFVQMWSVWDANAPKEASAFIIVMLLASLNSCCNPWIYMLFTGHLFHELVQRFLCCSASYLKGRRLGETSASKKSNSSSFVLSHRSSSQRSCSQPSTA
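Dosing: Single dose, 3.0 µM nominal final compound concentration | Material: Human OTR in CHO cells | Technique: Kinetic Fluo-8 calcium fluorescence | Benchmarks: EC15 oxytocin alone as 0%, 75 nM oxytocin as 100% | Probe or stimulus: Oxytocin at about EC15, sub-maximal agonist stimulus | Incubation: Compound 6 min at room temperature before oxytocin, 100 s read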
GPR7 antag: blocks human GPR7 receptor signaling. GPR7-expressing cells, fluorescence antagonist assay. inhibition, % at 4.4 µM. 290,000 tested, 1.1% active. AID 1861; in the data active = inhibition above about 16%, passing the limit was not always enough;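 note: cells stimulated with the agonist NPW; 0% = agonist with vehicle and 100% = vehicle without agonist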
Target sequence (P48145 whole entry, looked up): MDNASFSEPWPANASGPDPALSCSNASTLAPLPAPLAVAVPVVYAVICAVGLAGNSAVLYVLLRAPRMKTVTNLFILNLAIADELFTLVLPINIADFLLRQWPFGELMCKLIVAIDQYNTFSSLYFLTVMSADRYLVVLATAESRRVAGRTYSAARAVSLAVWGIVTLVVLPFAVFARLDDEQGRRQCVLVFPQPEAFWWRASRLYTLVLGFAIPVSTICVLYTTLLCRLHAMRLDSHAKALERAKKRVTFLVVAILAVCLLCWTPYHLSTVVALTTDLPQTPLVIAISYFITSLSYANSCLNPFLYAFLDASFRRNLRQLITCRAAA
OXTR agonist: agonists of human oxytocin receptor; activation, % at 3 µM; CHO-OTR cells, Fluo-8 calcium fluorescence; normalized: DMSO 0%, oxytocin 100%; P30559; 320,000 tested, 0.32% active;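 active = activation above the mean of all tested compounds plus 3 SD, cutoff set per screening run, cut at about 20% in these data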;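 note: peak over basal fluorescence ratio from a 100 s FLIPR kinetic read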
TAAR1 antagonist: human TAAR1 antagonism; AID 624466; 360,000 tested, 1.5% active; inhibition, % at 3 µM; CHO RD-HGA16 TAAR1, Fluo-8 calcium fluorescence, antagonist;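 active = inhibition above a per-plate cutoff, the mean inhibition of test compounds on that plate plus 3 SD, cut at about 49% in these data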;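 note: 0% = DMSO plus EC80 beta-PEA response and 100% = DMSO alone without agonist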
Target sequence (Q96RJ0 whole entry, looked up): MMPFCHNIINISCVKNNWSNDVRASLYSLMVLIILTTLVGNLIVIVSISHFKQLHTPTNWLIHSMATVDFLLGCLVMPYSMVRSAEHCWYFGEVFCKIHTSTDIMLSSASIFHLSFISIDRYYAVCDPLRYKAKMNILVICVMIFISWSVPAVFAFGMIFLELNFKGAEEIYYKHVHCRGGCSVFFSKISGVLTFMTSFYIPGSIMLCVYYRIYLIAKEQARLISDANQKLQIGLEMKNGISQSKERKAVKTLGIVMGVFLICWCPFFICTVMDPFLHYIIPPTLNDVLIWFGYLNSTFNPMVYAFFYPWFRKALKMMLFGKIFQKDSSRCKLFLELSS
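Test system – hTAAR1-expressing CHO RD-HGA16 cells, Gα16-coupled · Reagent – β-PEA at EC80 concentration, post-compound challenge · Compound dosing – 3 µM, single point · Timing – 140 s kinetic read after compound, 140 s after agonist · Detection – Fluo-8 intracellular calcium dye fluorescence, real-time kinetic reads · Control set – DMSO and EC80 PEA controls · Repeats – n of 1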
CHO-K1 Ca antag: counter-screen for M1 antagonists: effect in parental CHO-K1 cells; AID 602250; ATP-induced calcium, Fluo-8 fluorescence; 360,000 tested, 0.6% active; inhibition, % at 3 µM;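 active = inhibition above a per-plate cutoff, the plate's mean sample inhibition plus 3 SD, cut at about 24% in these data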;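 note: 0% = DMSO plus EC80 ATP and 100% = DMSO alone without ATP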
CHO parental Ca: counter-screen for OX1R antagonists: effect in parental CHO cells. 330,000 tested, 0.63% active. inhibition, % at 5.6 µM. parental CHO-K1, ATP-induced calcium, Fluo-8 fluorescence;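 active = inhibition above that plate's mean sample inhibition plus 3 SD, cut at about 26% in these data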;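 note: 0% = ATP-challenged DMSO wells and 100% = DMSO wells without ATP; some compounds past the cut are filed as inactive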
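Material – parental CHO cells · Reagent – ATP stimulus · Compound – single nominal dose of 5.6 µM per compound · Detection – Fluo-8 fluorescence · Read-out basis – percent inhibition of calcium signal · Controls – ATP-challenged DMSO wells low, unchallenged DMSO wells high · Repeats – no replicates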
CHO-K1 Ca PAM: M1 PAM counterscreen hit in parental CHO-K1 cells; ATP EC20, Fluo-8 calcium fluorescence; 0% at ATP EC20, 100% at ATP max; activation, % at 3 µM; 360,000 tested, 0.02% active; AID 602247;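 active = activation above the run cutoff, the mean activation of all test compounds plus 3 SD, cut at about 40% in these data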;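 note: peak over basal fluorescence ratio in a 140 s read after ATP addition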
* hit, by the source's call; / = no result given.

SMILES	CHO-K1 Ca ag	V1R ag counter	OXTR potentiator	GPR7 antag	OXTR agonist	TAAR1 antagonist	CHO-K1 Ca antag	CHO parental Ca	CHO-K1 Ca PAM
CC1(c2nnnn2-c2ccc3c(c2)OCCO3)CCC(=O)N1CC(F)(F)F (stereo not drawn)	0.0	/	/	/	/	-15	-9	/	0
COc1ccccc1-c1c(C)nn2c(N3CCN(Cc4ccccc4)CC3)cc(C)nc12	0.6	-1.2	-2	-5	-1.9	-19	-14	-19	24
CN(C(=S)Nc1ccccc1)c1ccccc1	0.6	0.1	2	4	2.0	-9	2	-5	13
COc1ccccc1C(=O)Nc1nc(C)cc(C)n1	6.9	1.2	-3	/	0.2	-10	3	9	14
O=C(/C=C/Nc1ccccc1C(F)(F)F)c1ccco1	-0.2	-0.6	5	7	-2.1	9	0	-2	10
Cc1cc(NC(=O)C(C)SCC(=O)O)no1 (stereo not drawn)	0.0	0.5	-1	-4	2.0	-10	-2	1	2
N#Cc1c(NC(=O)c2cc([N+](=O)[O-])ccc2N2CCOCC2)sc2c1CCCC2	-0.3	-0.6	-6	-4	-0.7	-19	9	-17	-11
CC1CCCCN1C(=O)CSc1nnc(-c2cccnc2)n1C1CCCCC1 (stereo not drawn)	0.4	1.4	-4	-7	1.2	7	-3	-18	22
O=C(CN(C(=O)CCC(=O)Nc1ccccn1)c1ccc(F)cc1)NCc1ccc(F)cc1	0.2	2.6	-7	13	2.4	6	-10	-25	7
Cc1c(C(=O)OCC(=O)N2CC(C)CC(C)C2)oc2ccccc12 (stereo not drawn)	2.2	-1.5	-6	/	-2.5	-47	9	-17	-5
S=c1nc(C2CCCCC2)[nH]c2ccccc12	-0.9	-1.4	2	-7	-0.8	7	12	-15	-10
CC(=O)N(C)c1ccc(N=Nc2ccc3ncccc3c2)cc1	0.8	/	/	/	/	-22	-13	/	18
Cc1cccc(CN2CCCC(C(=O)Nc3ccccc3Oc3cccnc3)C2)c1 (stereo not drawn)	0.5	1.3	-2	10	-0.8	-15	-12	-11	10
CCCc1cc(=O)[nH]c(SC(C)C(=O)N2c3ccccc3CC2C)n1 (stereo not drawn)	-0.7	-0.6	-6	/	-2.2	-31	-21	-18	7
CN(C)CCN(CC1CCCN(Cc2ccccc2F)C1)C(=O)c1ccc(Cl)cc1 (stereo not drawn)	0.6	0.4	-2	-4	0.8	-27	-8	-17	12
COC(=O)c1ccc(OCCN2C3=NCCN3c3ccccc32)cc1	0.1	1.7	-16	-4	3.4	-4	-4	-1	13
COc1ccc(-n2nc3c(N)n[nH]c3cc2=O)cc1	0.6	0.7	2	-6	0.5	-13	-4	-9	10
CN(CCc1ccccc1)C(c1cc2ccccc2o1)c1nnnn1C(C)(C)C (stereo not drawn)	1.0	/	/	/	/	34	-15	/	24
COc1ccc(CCNC(=O)C/C(C)=N/NC(=O)c2ccc([N+](=O)[O-])cc2Cl)cc1OC	-0.5	0.0	-3	-12	-0.3	-13	5	0	-3
CCCNC(=O)C1(C)CCN1C(=O)c1ccc(C(C)(C)C)cc1 (stereo not drawn)	1.2	/	/	/	/	-5	-9	/	4
CC(Nc1cc(=O)n(C)c(=O)n1C)c1ccccc1 (stereo not drawn)	-0.1	0.7	1	-6	0.3	-2	5	-4	-4
C#CC(C)(CC)NC(=O)Cn1nnc(-c2ccc(S(C)(=O)=O)cc2)n1 (stereo not drawn)	1.9	0.6	2	-9	2.4	1	4	12	-2
O=C(O)CCN(Cc1ccccc1)S(=O)(=O)c1c(Cl)cccc1Cl	0.7	-0.5	-7	-8	-0.2	12	-9	13	2
CCCc1cc(=O)[nH]c(SCC(=O)N2N=C(c3ccc(Cl)cc3)CC2c2ccco2)n1 (stereo not drawn)	-0.1	0.9	-7	-1	-0.2	1	-15	-6	16
NC(=O)c1ccc(NC(=O)COC(=O)C2CC3C=CC2C3)cc1 (stereo not drawn)	1.0	0.8	-2	/	2.3	-13	-10	-1	9

Part of the list above in order of formula weight, descending:
SMILES	CHO-K1 Ca ag	V1R ag counter	OXTR potentiator	GPR7 antag	OXTR agonist	TAAR1 antagonist	CHO-K1 Ca antag	CHO parental Ca	CHO-K1 Ca PAM
COc1ccc(CCNC(=O)C/C(C)=N/NC(=O)c2ccc([N+](=O)[O-])cc2Cl)cc1OC	-0.5	0.0	-3	-12	-0.3	-13	5	0	-3
COc1ccccc1-c1c(C)nn2c(N3CCN(Cc4ccccc4)CC3)cc(C)nc12	0.6	-1.2	-2	-5	-1.9	-19	-14	-19	24
CN(CCc1ccccc1)C(c1cc2ccccc2o1)c1nnnn1C(C)(C)C (stereo not drawn)	1.0	/	/	/	/	34	-15	/	24

Further results
SMILES	CHO-K1 Ca ag	V1R ag counter	OXTR potentiator	GPR7 antag	OXTR agonist	TAAR1 antagonist	CHO-K1 Ca antag	CHO parental Ca	CHO-K1 Ca PAM
CCOC(=O)c1c(C)n(C)c2cc(-c3ccc(F)cc3)c(O)cc12	0.9	-0.9	-9	-7	-3.1	-8	-7	3	25
CCOC(=O)/C=C1\SCC(=O)N1CC(=O)N1CCOCC1	-0.3	0.5	-2	-6	0.8	1	5	-3	-16
NNC(=O)Cc1csc(-c2ccccc2)n1	0.3	0.2	-5	-1	-1.1	5	6	-20	-1
Cc1cc(/C=N/NC(=O)c2c(Br)cnn2C)c(C)n1-c1cccc(Br)c1	2.1	2.8	-6	-13	-0.9	11	-3	-13	19
CC(C)NC(=S)NN=C1CCCCCCCCCCC1	-0.3	0.1	-13	-5	-1.8	11	-12	3	-3
CC(C)=CCc1cc([C@@H]2COc3c(ccc4c3C=CC(C)(C)O4)C2)c(O)cc1O	0.8	-0.1	-6	/	0.0	-25	1	-9	19
CCc1cc(SC#N)ccc1N	0.8	-0.6	-6	-14	-0.2	-9	-12	4	17
CS(=O)(=O)N(CC(=O)N1CCC(C(N)=O)CC1)c1ccc(Cl)c(C(F)(F)F)c1	0.3	0.3	-4	1	-0.3	15	-5	2	-4
N=C1CCCN1CC(=O)c1cccs1	-0.5	-0.7	0	-3	0.3	2	0	-6	-11
CNc1snc(C)c1C(=O)OC(C)C(=O)NCc1ccccc1 (stereo not drawn)	1.2	/	/	/	/	-25	14	/	-15
CCOC(=O)c1cc(-c2csc(-c3ccc(C(C)(C)C)cc3)n2)on1	1.4	1.8	-8	-9	-1.4	-4	-8	-2	23
Cn1nc(CC(=O)Nc2ccc3c(c2)OCCO3)c2ccccc2c1=O	12	8.3	-20	3	12	26	27*	48*	-11
Cc1ccc(-c2cc(C(=O)Nc3cc(C(=O)O)ccc3C)c3ccccc3n2)cc1	4.0	0.7	-1	-10	-0.6	16	6	-7	-1
Nc1ccccc1-c1n[nH]c(=S)s1	1.6	/	/	-6	/	/	2	/	0
C/C(=N\NS(=O)(=O)c1cccc([N+](=O)[O-])c1)c1cc2ccccc2o1	0.0	0.8	-11	-9	-1.0	6	11	-2	-8
CCCc1cc(-c2n[nH]c(C(=O)OCC)c2-c2cscn2)c(O)cc1O	1.2	1.5	-8	-22	1.4	-2	-14	-25	12
COc1cccc(OCCOc2cccc(/C=N/n3cnnc3)c2)c1	2.1	3.5	-4	9	2.3	4	-9	5	19
CCOC(=O)c1ccc(S(=O)(=O)N2CCC(C(=O)NCC3COc4ccccc4O3)CC2)cc1 (stereo not drawn)	0.1	/	/	/	/	17	4	/	-4
O=C(CSc1nnc(-c2ccccc2)c2ccccc12)NCCN1C(=O)CSC1=O	-0.6	-2.0	-1	/	-2.5	-17	-14	-28	8
CCN(CC)C(=O)c1oc2ccc(S(=O)(=O)N3CCCCCC3)cc2c1C	8.3	5.0	-6	1	6.7	-12	3	-19	-4
COC(=O)c1cc(CSc2nc3ccccc3c(=O)n2C)oc1C	14	7.7	-15	-14	2.2	40	15	18	-5
CC1(C)N=C(N)N=C(N)N1c1cccc(CC(=O)Nc2ccccc2)c1	0.2	/	/	/	/	-23	-1	/	4
CCOC(=O)c1ccc(NC(=O)CSCCC(=O)O)cc1	-0.6	0.5	-18	11	0.7	-3	-5	7	0
Cc1ccsc1/C=N/NC(=O)CNC(=O)c1cccc([N+](=O)[O-])c1C	0.8	0.2	-12	-1	0.7	17	-15	0	19
CC(C)(C)c1ccc(-n2ncc3c2CCCC3NC(=O)CN2CCOC2=O)cc1 (stereo not drawn)	6.8	6.2	-7	-18	5.0	-19	2	-4	16

An excerpt from above in order of their number in TAAR1 antagonist, smallest number first.
canonical_smiles | TAAR1 antagonist
CNc1snc(C)c1C(=O)OC(C)C(=O)NCc1ccccc1 (stereo not drawn) | -25
CCOC(=O)c1c(C)n(C)c2cc(-c3ccc(F)cc3)c(O)cc12 | -8
Cc1cc(/C=N/NC(=O)c2c(Br)cnn2C)c(C)n1-c1cccc(Br)c1 | 11

Following part.
SMILES	CHO-K1 Ca ag	V1R ag counter	OXTR potentiator	GPR7 antag	OXTR agonist	TAAR1 antagonist	CHO-K1 Ca antag	CHO parental Ca	CHO-K1 Ca PAM
COC1(OC)N=C(NC(=O)Nc2ccccc2)C2(C#N)C(c3ccccc3)C12C#N (stereo not drawn)	0.4	1.1	-9	-11	0.6	/	-16	2	14
CN(C)c1cccc(C(=O)NNC(=O)CSc2ccccc2)c1	-0.1	-1.4	3	-4	-0.3	5	-20	3	6
Cc1[nH]c(=O)[nH]c(=O)c1S(=O)(=O)Nc1ccc(F)c([N+](=O)[O-])c1	1.6	/	/	-6	/	-13	-9	/	13
Cc1ccccc1S(=O)c1ccccc1C(=O)O (stereo not drawn)	3.8	-0.4	-1	-6	-0.5	-12	3	-7	2
Clc1c(CSc2nc3ccccc3o2)nc2sccn12	0.3	-1.2	0	0	-1.7	-4	-10	-7	12
Cc1ccc(SCCNC(=O)C(CO)(CO)CO)cc1	0.7	0.3	8	-8	1.8	-7	-19	9	18
Cc1nc2ccc(C(=O)OCc3nnc(-c4ccc(Br)cc4)o3)cc2nc1C	0.3	0.0	-11	0	0.2	0	-5	-10	-12
O=S(=O)(c1ccc(SCCOc2ccc(Cl)cc2)nc1)N1CCCC1	0.3	2.6	-10	/	2.5	-10	-2	30*	-8

Whole records as entered above. Screens in order: CHO-K1 Ca ag, V1R ag counter, OXTR potentiator, GPR7 antag, OXTR agonist, TAAR1 antagonist, CHO-K1 Ca antag, CHO parental Ca, CHO-K1 Ca PAM
Cc1ccsc1/C=N/NC(=O)CNC(=O)c1cccc([N+](=O)[O-])c1C as listed: 0.8, 0.2, -12, -1, 0.7, 17, -15, 0, 19
CC(C)(C)c1ccc(-n2ncc3c2CCCC3NC(=O)CN2CCOC2=O)cc1 (stereo not drawn) as listed: 6.8, 6.2, -7, -18, 5.0, -19, 2, -4, 16
C/C(=N\NS(=O)(=O)c1cccc([N+](=O)[O-])c1)c1cc2ccccc2o1 as listed: 0.0, 0.8, -11, -9, -1.0, 6, 11, -2, -8

Assay outcomes: PubChem, The Scripps Research Institute Molecular Screening Center
